Bioassay records from PubChem.
BH1578 lux ind: inducers of Vibrio cholerae quorum light production without autoinducers | 350,000 tested, 0.16% active | V. cholerae BH1578 lux reporter, luminescence, 6 h | activation, % at 18.7 µM; in the data active = activation mostly above about 9.7%, no sharp cut-off; inconclusive = no clear call, values can overlap the other calls; inactive = mostly below about 3.7%; also: not every result past the cut was called active; inactives centre near 0; reference of the scale not given here
TcdB GH inh: blocks C. difficile toxin B glycohydrolase activity; inhibition, % at 9.99 µM; TcdB glycohydrolase enzymatic assay, plate reader; 350,000 tested, 0.24% active; P18177; AID 652162; in the data active = inhibition above about 10%
Yp Topo-I inh: Y. pestis Topo-I inhibition via cleavage products; Y. pestis Topo-I cleavage product accumulation, plate reader; activity, % at 10 µM; 360,000 tested, 0.064% active; AID 504884; in the data active = activity above about 50%, passing the limit was not always enough; inconclusive = no clear call, values can overlap the other calls; also: inactives centre near 2
SARS 3CLpro inh: SARS-CoV 3CLpro protease inhibition; recombinant SARS-CoV 3CLpro, quenched FRET peptide cleavage; 290,000 tested, 0.14% active; P0C6X7; inhibition, % at 6 µM; in the data active = inhibition above about 12%
Rv3671c inh: Rv3671c (M. tuberculosis) protease inhibition. P9WHR9. inhibition, % at 5.96 µM. 320,000 tested, 0.048% active; in the data active = inhibition above about 38%;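 also: extracellular domain of Rv3671c used as enzyme; 0% = enzyme with DMSO and 100% = no enzyme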
Target sequence (P9WHR9 whole entry, looked up, the tested form may be a part): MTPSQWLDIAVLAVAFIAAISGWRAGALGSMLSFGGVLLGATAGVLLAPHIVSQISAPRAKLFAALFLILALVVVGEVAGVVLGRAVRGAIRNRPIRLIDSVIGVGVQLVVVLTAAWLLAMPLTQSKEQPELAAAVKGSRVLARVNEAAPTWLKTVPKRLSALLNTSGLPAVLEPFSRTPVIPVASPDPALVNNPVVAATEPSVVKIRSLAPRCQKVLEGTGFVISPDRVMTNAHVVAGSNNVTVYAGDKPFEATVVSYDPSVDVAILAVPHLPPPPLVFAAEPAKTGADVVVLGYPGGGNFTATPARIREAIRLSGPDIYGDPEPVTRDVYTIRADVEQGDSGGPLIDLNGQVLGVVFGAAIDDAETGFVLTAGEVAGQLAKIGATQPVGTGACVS
Anthrax LF inh2: blocks Bacillus anthracis lethal factor protease; P15917; multiplex microsphere protease cleavage assay, LF; inhibition, % at 10 µM; 360,000 tested, 0.12% active; AID 588501; in the data active = inhibition above about 30%; inconclusive = no clear call, values can overlap the other calls; also: plate controls were buffer without enzyme for full effect and enzyme alone for no effect
MazF activator: activators of E. coli MazEF toxin-antitoxin RNase; activation, % at 20 µM; FAM/BHQ RNA-DNA oligo cleavage fluorescence, 5 h; 350,000 tested, 0.32% active; AID 504720; in the data active = activation above about 50%
Target sequence (P0AE70 whole entry, looked up): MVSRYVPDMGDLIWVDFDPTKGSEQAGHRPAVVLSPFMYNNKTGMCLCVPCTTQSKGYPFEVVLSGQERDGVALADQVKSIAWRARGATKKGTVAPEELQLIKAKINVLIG
PfHsp40 rescue: rescue of PfHsp40-mediated yeast toxicity; growth rescue, % at 12.5 µM; S. cerevisiae expressing PfHsp40, growth rescue, ATP luminescence; 340,000 tested, 0.68% active; AID 504582; in the data active = growth rescue above about 28%, passing the limit was not always enough; inconclusive = no clear call, values can overlap the other calls;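 also: yeast W303a lacking pdr1 and pdr3 grown in galactose medium; growth measured after three days at 30 °C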
PriA SSB inh: inhibitors of Klebsiella pneumoniae PriA binding to SSB C-terminal tail; AID 1272365; inhibition, % at 33 µM; 430,000 tested, 0.6% active; AlphaScreen SSBct-PriA binding, biotinylated peptide; in the data active = inhibition mostly above about 37%, no sharp cut-off; inactive = mostly below about 20%;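 also: plate controls were negative control peptide for no effect and reference peptide for full effect; strong numbers were not always called active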
VHR inh abs: blocks human VHR1 dual specificity phosphatase; AID 1654; inhibition, % at 13.3 µM; P51452; recombinant VHR phosphatase, pNPP absorbance; 290,000 tested, 0.52% active; in the data active = inhibition above about 50%; also: some compounds called inactive have numbers as strong as hits
Target sequence (P51452 whole entry, looked up): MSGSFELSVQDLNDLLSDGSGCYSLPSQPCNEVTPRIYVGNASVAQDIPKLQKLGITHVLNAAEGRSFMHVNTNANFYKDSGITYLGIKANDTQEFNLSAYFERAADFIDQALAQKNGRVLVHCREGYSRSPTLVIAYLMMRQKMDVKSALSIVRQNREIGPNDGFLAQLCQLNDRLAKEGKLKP
Starred values were filed as active, the others as inactive; i = inactive; ? = inconclusive; / = no result given; & = joins results of further samples. Not all compounds are listed (hit frequency here may not be typical).

SMILES	BH1578 lux ind	TcdB GH inh	Yp Topo-I inh	SARS 3CLpro inh	Rv3671c inh	Anthrax LF inh2	MazF activator	PfHsp40 rescue	PriA SSB inh	VHR inh abs
Cc1nnc(SCc2cc(=O)[nH]c(N3CCCCC3)n2)s1	0.1	/	-7	-7	-1	-4	3	3.5	4	/
N#Cc1ccccc1CSc1nc2ncc(Br)cc2[nH]1	-1.1&-7.1	0.0	0&5	0	-4	4&-1	7	13	-5	-10
Cc1cccc(N/C(N)=N/c2nc3c(c(=O)[nH]2)CCCC3)c1	-0.4	/	4	3	-3	-12	4	-0.1	/	13
COc1ccccc1NS(=O)(=O)c1cccc(NS(=O)(=O)c2cc(C(=O)O)ccc2Cl)c1	-4.5	2.2	-1	/	/	0	-4	/	/	/
CNc1cc(C)nc(N2CCOCC2)n1	-0.3	0.8	-1	-2	3	-6	8	1.0	-9	3
CC1(C)CC(=O)C=C(NCCc2ccc(S(N)(=O)=O)cc2)C1	i	/	-1	2	2	-3	1	-1.7	-5	16
COc1ccc(C(C)=O)c2c1OCCO2	i	/	-3	0	-4	-5	3	0.9	-31	6
Cc1cc(N2CCCC2)ccc1NC(=O)COc1ccc(Cl)cc1	-1.4	1.9	-10	/	1	3	2	0.2	8	/
CC1(C)SC2c3ccccc3C(=O)N2[C@@H]1C(=O)NC1CC1 (stereo partly drawn)	i	1.0	-3	-5	-4	-6	5	-1.1	-9	-4
O=C(COc1ccccc1)NNC(=S)NC(=O)c1ccc(Cl)cc1Cl	/	/	/	2	-2	/	0	/	-28	9
COc1cccc(C(=O)Nc2ccc(C)cc2)c1	i	/	-2	0	-2	-2	-8	-0.4	7	21
Cc1cc(C)cc(NC(=O)N2CCC(NC(=O)c3ccco3)CC2)c1	-0.5	0.3	0	-3	-2	3	-2	-1.2	1	30
O=c1[nH][nH]c(C(F)(F)F)c1C=NCc1cccs1	-5.6	2.0	-8	2	-7	-1	-4	-1.1	0	17
CC1=NNC(=O)C1CC(=O)N/N=C(/C)c1cccc([N+](=O)[O-])c1 (stereo not drawn)	-0.6	-0.6	8	2	-6	-1	5	0.3	/	-4
Cc1ccc([C@@H]2CC=C(C(=O)O)CN2S(=O)(=O)c2ccc(C)cc2)cc1	-0.8	3.1	2	/	2	5	-5	0.6	-8	/
CCc1ccc(NC(=O)C(=O)NCC2CCCO2)cc1 (stereo not drawn)	-0.5	4.5	-2	0	-4	-1	-33	1.1	-7	13
FC(F)(F)c1ccc(N2CCOCC2)c(Nc2nc3ccccc3n3cnnc23)c1	i	2.0	2	-2	-2	-4	-6	?	-3	3
Cc1nnc(N2C(=O)C(=O)/C(=C(/O)c3ccc4c(c3)OCCO4)C2c2cccc([N+](=O)[O-])c2)s1 (stereo not drawn)	-0.8	-8.6	7	/	/	-4	3	/	/	/
O=C(CN1C(=O)COc2ccc(S(=O)(=O)N3CCCCC3)cc21)NCc1ccc(Cl)cc1	-0.3	-0.3	20	-2	2	1	7	-1.1	4	-9
Cc1ccc(C(CNS(=O)(=O)c2ccc(C)cc2)N2CCN(C)CC2)cc1 (stereo not drawn)	i	1.2	-8	/	2	/	6	0.5	10	/
O=c1[nH]c2ccccc2cc1CN(Cc1cccnc1)S(=O)(=O)c1ccc(Cl)cc1	i	2.2	42	10	-17	-2	-1	-0.7	-3	-19
CC1CN(C)C(C)(C)CC1(O)c1ccccc1 (stereo not drawn)	-1.6	0.5	-6	-2	6	-1	-2	-2.5	-13	15
Cc1ccc(S(=O)(=O)N2CCN(C(=O)CN3C(=O)NC(C)(CCC(C)C)C3=O)CC2)c(C)c1 (stereo not drawn)	-1.6	-1.0	21	/	/	-16	2	1.0	-6	/
CCOC(=O)NN1C(=O)c2ccccc2NC12CCCC2	-0.1	0.3	-2	1	3	7	1	-0.4	-19	-5
Cc1nc2c(ccc3nc(NC(=O)Cc4ccccc4)sc32)s1	-0.3	0.8	-6	1	-22	-2	4	29*	-10	8

A few values from above.
PfHsp40 rescue, CC1(C)CC(=O)C=C(NCCc2ccc(S(N)(=O)=O)cc2)C1 reads -1.7
SARS 3CLpro inh, Cc1cc(C)cc(NC(=O)N2CCC(NC(=O)c3ccco3)CC2)c1 reads -3
MazF activator, Cc1cc(N2CCCC2)ccc1NC(=O)COc1ccc(Cl)cc1 reads 2
Yp Topo-I inh, CNc1cc(C)nc(N2CCOCC2)n1 reads -1
MazF activator, COc1ccccc1NS(=O)(=O)c1cccc(NS(=O)(=O)c2cc(C(=O)O)ccc2Cl)c1 reads -4

(continued)
SMILES	BH1578 lux ind	TcdB GH inh	Yp Topo-I inh	SARS 3CLpro inh	Rv3671c inh	Anthrax LF inh2	MazF activator	PfHsp40 rescue	PriA SSB inh	VHR inh abs
COc1ccc(CNC(=O)C2CCN(S(=O)(=O)N3CC(C)CC(C)C3)CC2)cc1 (stereo not drawn)	i	0.8	30	-2	-6	0	-4	3.6	0	-2
COc1ccc(OCC(=O)N2N=C(C(F)F)CC2(O)C(F)F)cc1 (stereo not drawn)	0.0	/	-7	4	0	2	4	0.7	-9	-2
COc1ccccc1C(=O)Nc1ccc(OCc2nnc3c4ccccc4c(C)nn23)cc1	i	-0.1	19	1	-22	-2	-47	1.5	0	2
S=c1[nH]nc(-c2ccn[nH]2)n1-c1ccccc1Cl	i	1.0	-3	3	6	12	3	-0.8	-10	-16
CCC(C)(C(=O)NC1CCCC1)N(C(=O)c1ccccn1)c1ccc(C)cc1 (stereo not drawn)	i	/	3	0	3	-2	-3	0.7	-23	28
Cc1c(Cl)cccc1-c1ccc(CNCc2ccccn2)o1	i	1.4	4	0	3	1	8	0.7	9	15
COc1ccc(-n2c(SCC(=O)Nc3ccc(C(=O)O)cc3)nnc2-c2cccs2)cc1	i	/	-5	2	-7	4	0	-0.8	14	-1
Cc1cccc(C(=O)NCCNc2nc3cc(C)c(C)cc3cc2C)c1	i	/	-5	-1	-1	-2	-2	-0.1	1	7
COc1ccc(OC)c(S(=O)(=O)n2nnc3cc(Cl)ccc32)c1	-0.4	/	4	5	-4	0	5	-0.3	-3	23
COc1cc(/C=C/C(=O)OCC(=O)N2CCOCC2)ccc1OCC#N	-1.1	0.4	-11	1	6	-1	4	?	4	18
COc1ccc(N2CCN(CC(=O)Nc3ccccc3C(=O)NCc3ccccc3)CC2)cc1	-0.2	-2.6	12	/	3	-5	2	-1.4	20	/
O=C(NCCc1ccc(Cl)cc1)C1CCC(CNc2nc(=S)[nH]c3ccccc23)CC1 (stereo not drawn)	-0.3	2.1	9	-1	-1	-5	-13	1.8	4	22
CN(C)C1=C(Cl)C(=O)N(c2ccc(Cl)c(Cl)c2)C1=O	-0.5	0.8	-1	3	-22	-4	-69	-1.3	-4	-27
COc1cccc(-c2ccc(NC(=O)C3CCCN(Cc4cnn(C)c4)C3)cc2)c1 (stereo not drawn)	-0.5	2.6	-7	-2	3	-3	4	1.8	6	-27
Cc1ccc(-c2noc(COc3ccc4c(c3)OCO4)n2)cc1	i	/	-10	-3	2	2	-5	0.4	-19	0
CC1=C(C)CC(C(=O)Nc2nc(-c3ccc(F)cc3)c(C)s2)C(C(=O)O)C1 (stereo not drawn)	-0.3	0.1	1	0	-1	-1	1	0.3	-10	4
CCc1nc2ccc(C(=O)NC3CCC(C)CC3)cc2nc1CC (stereo not drawn)	i	-3.1	20	-1	-2	1	6	1.3	-19	2
N#Cc1c(-c2ccco2)ccn(Cc2cccc(F)c2)c1=O	-0.5	-5.0	8	1	5	1	0	1.2	-7	-1
CCn1c2ccccc2c2cc(NC(=O)c3ccc([N+](=O)[O-])cc3)ccc21	-5.3	/	-25	-9	3	2	9	0.3	-7	23
O=C(CSc1ccc(-c2cccs2)nn1)Nc1ccccc1	i	-0.6	-2	0	-2	-2	11	0.1	3	10
CN1CCN(Cc2nnc3n2-c2ccc(Cl)cc2C(c2ccccc2)=NC3)CC1	-0.8	-0.2	0	-1	-8	0	-10	0.5	7	-5
CN(N=Nc1nc[nH]c1C(=O)NN)C1CCCCC1	i	-0.1	5	/	/	-6	0	-1.4	-5	/
Cn1c(Cc2ccccc2)nc(=O)c2ccccc21	-0.1	1.7	0	/	/	2	/	/	/	/
Cc1cc(C(=O)C(=O)O)c(C)n1-c1ccc(Cl)c(Cl)c1	-0.1	1.8	-2	2	-6	1	-3	6.9	-1	35
CCOC(=O)C1(S(=O)(=O)c2ccc(Cl)cc2)CCN(Cc2ccc(Cl)cc2)CC1	-7.1	/	12	-6	-7	-6	-14	-0.6	-19	23
Remaining list, next part
SMILES	BH1578 lux ind	TcdB GH inh	Yp Topo-I inh	SARS 3CLpro inh	Rv3671c inh	Anthrax LF inh2	MazF activator	PfHsp40 rescue	PriA SSB inh	VHR inh abs
Cn1c(N2CCN(C(=O)NCc3ccccc3)CC2)nc2ccccc21	10	/	8	-2	-1	2	10	0.6	-9	12
Cc1cc(C(F)(F)F)nn1CC(=O)N1CCOCC1	-1.4	0.0	5	4	-3	-2	18	-1.4	-7	16
C/C(=N\NC(=O)c1cccc(N/N=C(\C)c2cc(O)ccc2O)c1)c1cc(O)ccc1O	i	-4.3	-29	4	-9	-3	9	-1.0	/	13
COC(=O)/C(=C/c1ccco1)NC(=O)c1ccc(Br)o1	-0.2	0.4	-2	-1	-11	2	-13	-0.1	6	-6
O=C(COc1ccccc1[N+](=O)[O-])NC1CC1	-0.3	-4.1	7	-4	-2	1	9	-0.6	-1	20
O=C(O)c1c2c(nc3ccccc13)/C(=C/c1ccc(O)cc1)CC2	-0.3	10.0	-5	-5	4	-2	12	0.1	-7	69
NC(=O)Cc1ccc(C(=O)c2ccccc2F)s1	-0.3	-1.0	3	-4	-3	0	-3	0.3	-8	7
Cc1ccc(CNC(=O)/C=C/c2ccccc2Cl)cc1	i	/	19	9	1	0	-11	-0.6	-8	34
Cc1occc1-c1nnc(SCCNCCO)o1	-0.3	-1.0	-7	1	5	2	-4	0.3	7	30

Compounds above that contain a cyano group, in the order listed:
SMILES	BH1578 lux ind	TcdB GH inh	Yp Topo-I inh	SARS 3CLpro inh	Rv3671c inh	Anthrax LF inh2	MazF activator	PfHsp40 rescue	PriA SSB inh	VHR inh abs
N#Cc1ccccc1CSc1nc2ncc(Br)cc2[nH]1	-1.1&-7.1	0.0	0&5	0	-4	4&-1	7	13	-5	-10
COc1cc(/C=C/C(=O)OCC(=O)N2CCOCC2)ccc1OCC#N	-1.1	0.4	-11	1	6	-1	4	?	4	18
N#Cc1c(-c2ccco2)ccn(Cc2cccc(F)c2)c1=O	-0.5	-5.0	8	1	5	1	0	1.2	-7	-1
